High-throughput results deposited in PubChem BioAssay by several laboratories.
DAGLB inhibitor = blocks human DAGLB lipase activity. AID 504411. HEK293T DAGLB membrane lysate, EnzChek fluorogenic substrate. 0.059% of 340,000 active. inhibition, % at 5.17 µM. Q8NCG7; in the data active = inhibition above about 34%;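 also: 0% = enzyme with vehicle and 100% = wells lacking enzyme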
Target sequence (Q8NCG7 whole entry, looked up): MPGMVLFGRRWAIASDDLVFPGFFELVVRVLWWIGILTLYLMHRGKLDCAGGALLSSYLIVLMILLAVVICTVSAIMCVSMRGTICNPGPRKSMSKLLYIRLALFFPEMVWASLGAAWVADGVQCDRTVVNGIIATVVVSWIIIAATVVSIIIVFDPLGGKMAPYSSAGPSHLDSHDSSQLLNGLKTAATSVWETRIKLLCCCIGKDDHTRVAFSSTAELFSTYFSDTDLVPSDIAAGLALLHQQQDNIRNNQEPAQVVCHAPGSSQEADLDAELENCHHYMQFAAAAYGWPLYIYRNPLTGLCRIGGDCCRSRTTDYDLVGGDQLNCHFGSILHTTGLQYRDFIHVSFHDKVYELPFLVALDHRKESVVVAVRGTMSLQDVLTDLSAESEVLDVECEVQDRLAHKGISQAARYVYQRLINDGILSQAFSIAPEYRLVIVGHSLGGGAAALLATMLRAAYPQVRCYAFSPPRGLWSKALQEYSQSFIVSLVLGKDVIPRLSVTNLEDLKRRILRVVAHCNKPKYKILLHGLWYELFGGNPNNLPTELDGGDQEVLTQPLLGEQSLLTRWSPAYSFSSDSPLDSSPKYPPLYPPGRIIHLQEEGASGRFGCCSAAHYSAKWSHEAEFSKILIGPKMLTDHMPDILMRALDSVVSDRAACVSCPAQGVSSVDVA
PKA-R2B act = activators of human PKA-R2B complex; activation, % at 11.4 µM; PKA-R2B holoenzyme dissociation, Cy5-IP20 fluorescence polarization; R2B truncated from residue 108, S112A mutant; 0% DMSO only, 100% 113 µM cGMP; 0.079% of 340,000 active;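 active = activation above a cutoff set at the mean over all compounds plus 3 SD, cut at about 18% in these data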;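 also: higher means more holoenzyme dissociation and a rise in polarization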
phage Ecoli inh = E. coli growth loss with phage present | growth absorbance | inhibition, % at 11.9 µM | 0.26% of 360,000 active | AID 651602; in the data active = inhibition above about 11%
HTR5A ag = HTR5A agonism, opioid heterodimer counter-screen | P47898 | HTR5A agonist assay, luminescence, cell-based | activation, % at 9.3 µM | 0.61% of 340,000 active; in the data active = activation mostly above about 9.5%, no sharp cut-off; inactive = mostly below about 7.6%;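 also: 0% = cells with vehicle only and 100% = reference agonist; strong numbers were not always called active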
Target sequence (P47898 whole entry, looked up): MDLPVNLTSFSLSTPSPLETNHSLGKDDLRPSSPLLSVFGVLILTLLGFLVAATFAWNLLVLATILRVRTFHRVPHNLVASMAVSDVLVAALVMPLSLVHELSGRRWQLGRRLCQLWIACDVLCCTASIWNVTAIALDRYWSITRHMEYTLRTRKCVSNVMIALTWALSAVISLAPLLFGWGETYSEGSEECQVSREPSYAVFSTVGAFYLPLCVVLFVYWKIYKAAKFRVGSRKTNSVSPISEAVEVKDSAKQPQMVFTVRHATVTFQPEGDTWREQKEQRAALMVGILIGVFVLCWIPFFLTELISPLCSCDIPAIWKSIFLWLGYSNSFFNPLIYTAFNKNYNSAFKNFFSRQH
Tat export inh = E. coli Tat transport inhibition. 0.036% of 340,000 active. inhibition, % at 10 µM. E. coli MC4100 TorA-mCherry Tat export, fluorescence;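 active = mean replicate inhibition at least 50% and at least half of replicates individually reaching 50%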;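 also: exported cargo escapes ClpAP degradation while cytoplasmic cargo is degraded and loses fluorescence; 0% = median of neutral control wells and 100% = median of NaSCN control wells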
PKA-R1A act = activators of PKA-R1A complex; PKA-R1A dissociation, Cy5-IP20 fluorescence polarization; scaled: DMSO 0%, 113 µM cGMP 100%; 0.083% of 340,000 active; activation, % at 11.4 µM;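 active = percent activation above the mean of all tested compounds plus 3 SD, cut at about 19% in these data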;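 also: higher means more PKAc released from R1A so a rise in polarization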
SUMO Mot1 rescue = inhibitors of SUMOylation pathway: yeast Mot1-301 growth rescue; S. cerevisiae Mot1-301 growth rescue, ATP luminescence, 38.5C; percent above DMSO median, 100 means doubled; 1% of 320,000 active; growth rescue, % at 18.8 µM;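 active = every valid replicate shows activation above 250% relative to neutral control wells; inactive = the rest, any valid replicate at or below 250%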;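 also: OY570 slx delta 5 strain wells were the positive control but not used for scaling; some compounds called inactive have numbers as strong as hits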
AddAB inh = less growth of phage-infected E. coli with AddAB | 0.29% of 330,000 active | E. coli expressing H. pylori AddAB, absorbance growth | AID 435030 | inhibition, % at 11.9 µM; in the data active = inhibition above about 12%;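 also: 0% = vehicle wells of infected cells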
HTR5A inv ag = counter-screen for OPRM1-OPRD1 inverse agonists: human HTR5A inverse agonism; inhibition, % at 9.3 µM; 0.083% of 340,000 active; HTR5A cell line, luminescence; AID 504634; in the data active = inhibition mostly above about 23%, no sharp cut-off; inactive = mostly below about 18%;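 also: 0% = cells with DMSO and 100% = no-cell wells with DMSO; some compounds called inactive have numbers as strong as hits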
E coli growth = bacterial growth inhibition, counter-screen for AddAB inhibitors; 0.27% of 330,000 active; E. coli V3065 growth, OD600 absorbance, 18 h; AID 449728; inhibition, % at 11.9 µM;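 active = inhibition above the campaign's mean inhibition across all tested compounds plus 3 SD, cut at about 9.9% in these data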;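 also: uninfected addAB+ strain grown without phage in ampicillin broth; 0% = DMSO wells and 100% = ciprofloxacin 0.95 µg/ml wells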
CDK5 p35 inh = blocks human CDK5/p35 kinase activity; Q00535+Q15078; 0.01% of 330,000 active; AID 488839; Recombinant CDK5/p35, ADP-Glo luminescence, 60 min; inhibition, % at 10 µM;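 active = highest replicate inhibition of at least 50% and at least 75% of replicates reaching 50%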;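 also: plate controls were DMSO neutral control for no effect and GW8510 at 10 µM for full effect; many of its hits are not listed in these tables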
The depositor's hits bear a star; . = not tested or not shown.

SMILES	DAGLB inhibitor	PKA-R2B act	phage Ecoli inh	HTR5A ag	Tat export inh	PKA-R1A act	SUMO Mot1 rescue	AddAB inh	HTR5A inv ag	E coli growth	CDK5 p35 inh
O=C(c1ccc(-n2cccc2)cc1)N1CCCCC1	2	-6	-2.1	1	-7	-5	10	2.4	-2	0.5	2.2
CCn1c(SCC(=O)NCCc2ccc(OC)c(OC)c2)nc2c1c(=O)n(C)c(=O)n2C	-1	-1	1.4	2	-6	5	-24	2.5	-40	1.3	-0.8
Brc1cc2c(cc1Cn1c(-c3cncs3)nc3ccccc31)OCO2	-2	-1	2.9	0	3	12	-15	1.1	-2	0.0	-2.3
O=C(Cn1nc([N+](=O)[O-])nc1Br)NC(c1ccccc1)c1ccccc1	0	5	3.9	-1	-9	5	2	2.7	-16	0.9	-0.3
COc1nccnc1NS(=O)(=O)c1ccc(NCc2ccccc2O)cc1	-2	0	3.4	4	-3	-5	-9	3.4	-19	-0.3	5.6
CC1CCCCN1C(=O)CSc1nc2c(c(=O)n(C)c(=O)n2C)n1C (stereo not drawn)	0	9	3.3	-2	-1	-11	-3	3.2	-24	0.7	-0.2
O=C(CCN1CCOCC1)N1CCCC(Nc2cccc(F)c2)C1 (stereo not drawn)	4	-8	2.1	1	-10	11	3	0.4	8	1.6	-1.0
O=C(C1CCC1)N1CCCc2cc(S(=O)(=O)N3CCN(c4ccccc4)CC3)ccc21	-1	0	1.6	1	4	5	-4	2.0	-19	0.8	1.8
CCCCOC(=O)CCNc1n[nH]c(=O)[nH]c1=O	0	5	2.1	-4	3	15	112	1.4	8	0.2	-0.5
O=[N+]([O-])c1cccc(N/N=C/c2cccc3ccccc23)c1	4	-3	1.1	10	-3	4	46	4.5	-42	-0.5	-1.1
O=C(Nc1ccncc1)c1cccc(S(=O)(=O)N2CCc3ccccc32)c1	-1	-10	-1.1	-3	7	-5	-13	0.0	8	0.4	-0.3
Cc1cccc(C)c1NC(=O)CNC(=O)c1cccc(S(=O)(=O)NCc2cccs2)c1	-5	0	1.2	2	-5	3	12	-0.8	-11	0.0	2.5
Cc1ccc(CNC(=O)CCNS(=O)(=O)c2ccc(C)cc2)cc1	-1	-9	0.2	-3	2	1	-19	1.4	4	-3.3	-0.7
CC(C)c1ccc(NC(=O)CCC(=O)NCc2ccco2)cc1	-2	-2	1.0	3	1	-4	-8	1.4	-12	-0.2	-0.3
CCNC(=S)N/N=C/c1c(Cl)cccc1Cl	-2	7	3.0	-1	-9	0	65	0.5	4	1.4	0.4
O=C(NCCCn1ccnc1)c1ccc(COc2ccccc2)o1	2	-6	-0.7	5	-2	0	41	3.8	-12	-0.6	-5.9
CC(Oc1cccc(Cl)c1)C(=O)N1CCN(c2ncccn2)CC1 (stereo not drawn)	2	0	1.8	-7	1	-4	-16	1.4	17	-0.5	-0.3
COc1ccc(Cn2c(O)c(C=Nc3ccc(C)cc3)c3ccccc3c2=O)cc1	-2	5	1.3	0	3	-4	1	1.9	1	-0.4	0.3
O=C(CSc1ncccn1)NCCC1=CCCCC1	-1	-13	0.2	2	4	-4	17	-1.2	-6	-0.8	0.9
CCn1c(CC(=O)Nc2cccc(OC)c2)nnc1SCC(=O)Nc1nccs1	1	-12	2.4	1	-5	6	-22	1.9	-31	1.7	-0.5
CCOC(=O)c1sc2ncn(C(C)C(=O)OCC)c(=O)c2c1C (stereo not drawn)	-4	12	1.7	-3	0	-6	15	-0.8	8	-0.7	2.0
COC(=O)c1cc(NC(=O)CSc2nncn2C)cc(C(=O)OC)c1	1	4	2.8	2	-5	-11	-1	1.4	-39	1.0	-0.8
CCC1CN(C(=O)N2CCC(C(=O)NCCc3ccccc3OC)CC2)c2ccccc2O1 (stereo not drawn)	1	1	-1.6	-1	-5	-17	3	5.7	8	1.7	-0.1
COc1ccc(NC(=O)CN(C)CC(=O)Nc2ccc(Cl)c(S(=O)(=O)N(C)C)c2)cc1	0	-3	0.1	-3	6	0	-1	2.2	7	-0.4	1.0
CCCN1CCN(CC(=O)Nc2nncs2)CC1	2	-2	2.9	3	3	7	0	1.0	-10	-0.2	2.1

Three compounds from above, sorted by formula weight, low to high:
SMILES	DAGLB inhibitor	PKA-R2B act	phage Ecoli inh	HTR5A ag	Tat export inh	PKA-R1A act	SUMO Mot1 rescue	AddAB inh	HTR5A inv ag	E coli growth	CDK5 p35 inh
CCCCOC(=O)CCNc1n[nH]c(=O)[nH]c1=O	0	5	2.1	-4	3	15	112	1.4	8	0.2	-0.5
Cc1ccc(CNC(=O)CCNS(=O)(=O)c2ccc(C)cc2)cc1	-1	-9	0.2	-3	2	1	-19	1.4	4	-3.3	-0.7
O=C(Nc1ccncc1)c1cccc(S(=O)(=O)N2CCc3ccccc32)c1	-1	-10	-1.1	-3	7	-5	-13	0.0	8	0.4	-0.3

Twelve compounds already listed, arranged by molar mass, ascending:
SMILES	DAGLB inhibitor	PKA-R2B act	phage Ecoli inh	HTR5A ag	Tat export inh	PKA-R1A act	SUMO Mot1 rescue	AddAB inh	HTR5A inv ag	E coli growth	CDK5 p35 inh
CCCCOC(=O)CCNc1n[nH]c(=O)[nH]c1=O	0	5	2.1	-4	3	15	112	1.4	8	0.2	-0.5
CCNC(=S)N/N=C/c1c(Cl)cccc1Cl	-2	7	3.0	-1	-9	0	65	0.5	4	1.4	0.4
O=C(CSc1ncccn1)NCCC1=CCCCC1	-1	-13	0.2	2	4	-4	17	-1.2	-6	-0.8	0.9
O=[N+]([O-])c1cccc(N/N=C/c2cccc3ccccc23)c1	4	-3	1.1	10	-3	4	46	4.5	-42	-0.5	-1.1
O=C(CCN1CCOCC1)N1CCCC(Nc2cccc(F)c2)C1 (stereo not drawn)	4	-8	2.1	1	-10	11	3	0.4	8	1.6	-1.0
CCOC(=O)c1sc2ncn(C(C)C(=O)OCC)c(=O)c2c1C (stereo not drawn)	-4	12	1.7	-3	0	-6	15	-0.8	8	-0.7	2.0
CC(Oc1cccc(Cl)c1)C(=O)N1CCN(c2ncccn2)CC1 (stereo not drawn)	2	0	1.8	-7	1	-4	-16	1.4	17	-0.5	-0.3
COC(=O)c1cc(NC(=O)CSc2nncn2C)cc(C(=O)OC)c1	1	4	2.8	2	-5	-11	-1	1.4	-39	1.0	-0.8
COc1ccc(Cn2c(O)c(C=Nc3ccc(C)cc3)c3ccccc3c2=O)cc1	-2	5	1.3	0	3	-4	1	1.9	1	-0.4	0.3
Brc1cc2c(cc1Cn1c(-c3cncs3)nc3ccccc31)OCO2	-2	-1	2.9	0	3	12	-15	1.1	-2	0.0	-2.3
CCn1c(CC(=O)Nc2cccc(OC)c2)nnc1SCC(=O)Nc1nccs1	1	-12	2.4	1	-5	6	-22	1.9	-31	1.7	-0.5
O=C(C1CCC1)N1CCCc2cc(S(=O)(=O)N3CCN(c4ccccc4)CC3)ccc21	-1	0	1.6	1	4	5	-4	2.0	-19	0.8	1.8

Following part
SMILES	DAGLB inhibitor	PKA-R2B act	phage Ecoli inh	HTR5A ag	Tat export inh	PKA-R1A act	SUMO Mot1 rescue	AddAB inh	HTR5A inv ag	E coli growth	CDK5 p35 inh
O=C(COc1ccccc1)Nc1ccc(N2CCN(C(=O)c3cccs3)CC2)cc1	-1	-8	4.5	-2	-7	5	5	1.9	5	-1.3	-1.8
Cc1[nH]c2ccccc2c1C(=O)COC(=O)c1c(-c2ccccc2Cl)noc1C	-2	-9	4.3	-3	0	-7	-7	3.0	7	-0.3	0.0
O=C(NCC1COc2ccccc2O1)C1C2C=CC3(CN(Cc4cccs4)C(=O)C13)O2 (stereo not drawn)	1	-2	0.9	0	-8	2	-25	-0.4	-7	-0.5	1.0
CN1CCN(c2nc3c(c(=O)n(C)c(=O)n3C)n2Cc2ccc(F)cc2)CC1	0	-9	-0.8	-5	13	-1	4	0.8	-36	0.3	0.3
Cc1cc(C)n(-c2nnc(NCc3ccc(Cl)cc3)nn2)n1	9	-13	3.6	-1	9	-2	-18	-1.1	4	-0.9	1.1
Cc1cc(F)ccc1NC(=O)CCCN(C)S(=O)(=O)c1ccc(F)cc1	-1	2	-0.2	0	-5	-5	-15	3.8	1	0.6	1.4
CNC(=S)Nc1cccc(Cl)c1C	0	-10	4.0	5	-5	4	-8	0.8	-11	-1.8	-9.8
COc1cccc(/C=N/NC(=O)CN(CCc2ccccc2)S(=O)(=O)c2ccc(NC(C)=O)cc2)c1	2	-9	2.5	-1	15	0	8	4.0	4	0.9	-0.6
Cc1ccc(-n2c(N)c(C(=O)NCc3ccco3)sc2=S)cc1	0	-7	1.2	0	1	-1	1	2.2	-15	-0.2	1.1
COc1cccc(/C=N/Nc2ccc(S(=O)(=O)Nc3ccccc3C(=O)O)cc2[N+](=O)[O-])c1O	40*	3	-0.1	-1	1	3	.	.	12	.	-1.5
CCN(CC)CCN1C(=O)C(=O)/C(=C(/O)c2ccc(S(=O)(=O)N3CCOCC3)cc2)C1c1ccccc1 (stereo not drawn)	-1	-15	1.3	1	-10	2	94	3.6	-2	-1.1	-1.8
COc1cc(S(=O)(=O)N2CCOCC2)cc(C(=O)OCC(=O)NCc2ccco2)c1OC	3	-3	1.9	3	5	1	4	0.1	-1	2.8	-0.7
Cc1cccc(NC(=O)c2nc[nH]c2C(=O)Nc2ccccc2[N+](=O)[O-])c1	-2	4	5.4	-2	-8	3	8	1.2	5	-0.9	-0.7
COc1ccc2c(c1)c(C(=O)CN1CCCCC1)c(C)n2C	-1	-5	2.5	1	-5	-3	-3	5.3	-4	2.6	-7.4
O=C(/C=C/c1ccccn1)c1cc(Cl)cc(Cl)c1O	-4	2	2.9	2	25	-5	-22	1.1	-5	1.2	0.0
COc1ccc(NS(=O)(=O)c2cc(NC(=O)COc3ccccc3)ccc2N2CCOCC2)cc1	-3	-2	2.6	2	6	5	-14	-0.9	-8	-1.5	-0.7
COC(=O)NC(C)N1C(=O)C2C3C=CC(C3)C2C1=O (stereo not drawn)	0	-12	3.0	-3	-4	-3	9	3.4	-10	-0.3	0.6
COc1cc(OC)c(N(C)S(=O)(=O)c2cccc(C(=O)Nc3nccs3)c2)cc1Cl	-1	-7	-0.4	-2	7	-1	-7	-1.3	8	-3.2	1.0
